CAL PDZ FP-1 – CAL PDZ (human) peptide binding inhibition; Q9HD26; purified CAL PDZ, TMR-peptide fluorescence polarization, 1 h; inhibition, % at 24.9 µM; hit rate 0.92% among 300,000; AID 602252;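 active means mean inhibition of at least 30% with at least half of replicates also reaching 30%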;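 further: 0% = DMSO neutral control and 100% = excess unlabeled competitor peptide PRC23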
SR-BI DiI-HDL act – activators of SR-BI mediated HDL lipid uptake; activation, % at 12.5 µM; CHO ldlA[mSR-BI] cells, DiI-HDL uptake fluorescence, 3 h; 100 = double the neutral-control signal; hit rate 0.096% among 320,000;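 active means mean replicate activation of at least 60% and every replicate at or above 60%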;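 further: 0% = median plate neutral-control signal and 100% = twice that signal; values of inactives mirror those of a sister screen read the other way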
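Test system: SR-BI-overexpressing, LDLR-lacking CHO cells; Medium: Ham's F12 with 0.5% BSA, HEPES 25 mM, pH 7.4; Schedule: 3 h, 37 °C; Technique: bottom-read fluorescence, 550/595 nm.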
dFosB act – mouse delta FosB homodimer activation | purified delta FosB, TAMRA-CDK5 oligo fluorescence polarization; percent of positive-control signal above neutral wells | hit rate 0.99% among 340,000 | P13346 | activation, % at 25 µM | AID 493131;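 active means mean activation above about 17%, with every replicate also reaching it, limit read from the data, passing the limit was not always enough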;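 further: fluorescence polarization rise as delta FosB binds a TAMRA Cdk5 AP-1 oligo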
Rtt109 HAT inh – blocks Candida albicans Rtt109/Vps75 acetyltransferase activity. Q5AAJ8. purified Rtt109/Vps75, ThioGlo CoA-SH fluorescence, 4 h. inhibition, % at 34.9 µM. hit rate 0.16% among 330,000;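 active means inhibition of at least 50% in every replicate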
SR-BI DiI inh – blocks mouse SR-BI lipid uptake from DiI-HDL | ldlA[mSR-BI] CHO cells, DiI-HDL uptake fluorescence, 3 h | hit rate 0.96% among 320,000 | Q61009 | inhibition, % at 12.5 µM;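 active means mean replicate inhibition of at least 70% and a set share of replicates each scoring 70 or more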;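 further: 0% = median of neutral control wells and 100% = median of positive control wells; values of inactives mirror those of a sister screen read the other way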
PvdQ inh – blocks Pseudomonas aeruginosa PvdQ acylase activity. hit rate 0.063% among 340,000. inhibition, % at 10 µM. AID 488965. purified PvdQ acylase, fluorescence plate reader; in the data active means inhibition above about 30%, passing the limit was not always enough;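 further: 0% = vehicle neutral wells and 100% = reference inhibitor wells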
MITF TRPM1 HTS – MITF TRPM1 promoter activation in melanoma cells | hit rate 0.75% among 300,000 | SK-MEL-5 TRPM1-promoter luciferase, 24 h; % of positive control, neutral wells = 0 | activation, % at 12.5 µM;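 active means mean activation of at least 80% with every replicate also reaching 80%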;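 further: 0% = neutral control wells and 100% = parthenolide positive control wells; values of inactives mirror those of a sister screen read the other way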
CAL PDZ FP-2 – blocks peptide binding to human CAL PDZ domain; AID 504414; purified CAL PDZ, TMR-peptide fluorescence polarization, 1 h; hit rate 0.02% among 330,000; Q9HD26; inhibition, % at 20 µM;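 active means highest replicate inhibition of at least 40%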;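 further: plate controls were DMSO neutral control wells for no effect and unlabeled competitor peptide control wells for full effect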
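System: tagged CAL PDZ domain. Schedule: 1 h room-temperature incubation prior to read. Signal: fluorescence polarization (mP). Measure: percent inhibition from loss of millipolarization.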
NSD2 HMT inh – inhibitors of human histone methyltransferase NSD2; NSD2 peptide methylation, AlphaScreen, 120 min; inhibition, % at 12.5 µM; hit rate 0.54% among 310,000; in the data active means inhibition above about 50%
Target sequence (O96028 whole entry, looked up): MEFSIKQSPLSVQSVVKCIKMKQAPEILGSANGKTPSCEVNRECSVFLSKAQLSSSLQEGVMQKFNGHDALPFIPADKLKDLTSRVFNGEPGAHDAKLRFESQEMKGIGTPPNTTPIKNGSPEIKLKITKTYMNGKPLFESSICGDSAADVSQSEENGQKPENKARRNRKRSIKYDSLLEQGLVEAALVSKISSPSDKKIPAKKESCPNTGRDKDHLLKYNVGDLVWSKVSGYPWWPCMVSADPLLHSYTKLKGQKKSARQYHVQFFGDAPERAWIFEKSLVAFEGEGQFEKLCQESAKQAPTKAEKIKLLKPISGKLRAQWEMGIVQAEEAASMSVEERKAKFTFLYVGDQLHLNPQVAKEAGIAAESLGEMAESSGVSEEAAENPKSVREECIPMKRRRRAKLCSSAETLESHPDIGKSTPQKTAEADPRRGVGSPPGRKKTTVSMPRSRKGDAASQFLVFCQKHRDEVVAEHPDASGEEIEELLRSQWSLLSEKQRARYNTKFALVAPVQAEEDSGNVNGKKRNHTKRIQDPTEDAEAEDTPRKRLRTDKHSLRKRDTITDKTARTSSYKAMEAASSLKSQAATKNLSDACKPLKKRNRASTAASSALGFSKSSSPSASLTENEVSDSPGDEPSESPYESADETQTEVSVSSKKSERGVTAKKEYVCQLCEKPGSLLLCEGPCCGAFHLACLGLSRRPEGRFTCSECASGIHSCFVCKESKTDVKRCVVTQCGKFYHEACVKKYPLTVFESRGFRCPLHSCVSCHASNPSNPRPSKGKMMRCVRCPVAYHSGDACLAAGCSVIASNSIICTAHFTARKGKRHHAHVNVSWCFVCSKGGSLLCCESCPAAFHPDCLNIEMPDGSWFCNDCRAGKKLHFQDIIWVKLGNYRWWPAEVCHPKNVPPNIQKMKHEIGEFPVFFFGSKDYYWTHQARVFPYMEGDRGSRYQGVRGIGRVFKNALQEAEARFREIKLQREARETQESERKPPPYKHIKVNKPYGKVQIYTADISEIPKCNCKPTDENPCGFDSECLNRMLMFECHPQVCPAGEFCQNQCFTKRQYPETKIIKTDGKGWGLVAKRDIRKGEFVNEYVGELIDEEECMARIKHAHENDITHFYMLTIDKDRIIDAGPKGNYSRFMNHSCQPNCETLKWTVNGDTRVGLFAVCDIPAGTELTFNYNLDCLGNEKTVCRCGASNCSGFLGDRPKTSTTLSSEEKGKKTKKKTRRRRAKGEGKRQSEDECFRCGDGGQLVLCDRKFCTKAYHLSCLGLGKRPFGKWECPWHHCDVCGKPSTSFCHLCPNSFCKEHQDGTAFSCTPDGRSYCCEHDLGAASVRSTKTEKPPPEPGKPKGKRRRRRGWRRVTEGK
PfHsp90 set2 – reduces growth (ATP signal) of yeast expressing P. falciparum Hsp90; S. cerevisiae expressing PfHsp90, BacTiter-Glo ATP, 48 h; yeast lacking PDR1 and PDR3 efflux regulators; inhibition, % at 9.4 µM; hit rate 0.32% among 310,000;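 active means every replicate shows inhibition above about 80%, whatever the replicate mean, limit read from the data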;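 further: 0% = DMSO neutral controls and 100% = 20 µM radicicol positive controls; yeast relying on Plasmodium falciparum Hsp90 in place of its own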
* marks the source's active call; other numbers are inactive results; / = no result given.

entry	PvdQ inh	SR-BI DiI-HDL act	MITF TRPM1 HTS	PfHsp90 set2	dFosB act	Rtt109 HAT inh	NSD2 HMT inh	CAL PDZ FP-2	CAL PDZ FP-1	SR-BI DiI inh	SMILES
1	-9	-10	14	-20	-9	-3	-1	-1.8	-4	10	CCSc1nc2sccc2c(=O)n1-c1ccccc1
2	-3	-21	20	7	-14	-1	-8	/	-1	21	CCc1ccccc1NC(=O)c1sc2nc(C)cc(C)c2c1N
3	-11	/	97*	-11	-14	6	1	-0.7	/	/	CC(=O)c1cccc(NC(=O)COC(=O)c2ccccc2C)c1
4	-7	-2	46	-4	2	-2	-1	-1.5	-1	2	Cc1ccc(C(=O)c2cncc(Br)c2)cc1
5	-13	/	-7	19	-8	-15	1	0.7	-2	-14	COCCCn1c(SCc2nnc(-c3ccc(OC)c(OC)c3)o2)nnc1-c1ccncc1
6	8	6	10	-1	-6	9	1	1.2	-3	-6	Brc1ccccc1-c1nnc(COc2ncnc3ccccc23)o1
7	-7	10	3	-4	-2	6	-5	/	0	-10	Cc1ccc(CNC(=O)/C(C#N)=C/c2ccc(C)s2)cc1
8	-7	14	15	11	-1	1	-1	-0.4	9	-14	O=C(CSc1nnc(NC(=O)c2c(F)cccc2F)s1)NC1CCCCC1
9	-8	6	9	/	-9	3	0	-3.1	-5	-6	COc1ccc(OC)c(S(=O)(=O)NCCc2ccccc2)c1
10	-1	-13	15	23	-9	-1	-3	-1.9	-3	13	COc1ccc(CNC(=O)[C@H](C)NC(=O)C2CCN(S(=O)(=O)c3ccccc3)CC2)cc1
11	-19	1	9	-4	5	0	-2	-3.2	-9	-1	CCOc1ccccc1N(C(=O)Nc1ccc(Cl)cc1)C1=NC(C)CS1 (stereo unspecified)
12	4	-2	-1	0	0	-13	-1	0.6	/	2	O=C(Cn1nc(C(F)F)cc1C(F)F)NNC(=S)Nc1ccc(F)cc1
13	3	-10	11	0	-3	1	1	-1.7	-5	10	CC1(C)Cc2cccc(C(=O)NC3CCN(Cc4ccccc4)CC3)c2O1
14	4	1	6	2	0	-5	-2	-2.6	-1	-1	COc1ccc(C)cc1NC(=O)COC(=O)C1CC1
15	6	23	0	3	5	8	-124	-0.4	4	-23	CC1CCCCC12NC(=O)N(Cc1cc(=O)n3ccsc3n1)C2=O (stereo unspecified)
16	-6	3	0	-33	0	-1	0	-2.8	1	-3	CCC(C)NC(=O)C(Sc1ccccc1)c1ccccc1 (stereo unspecified)
17	-13	0	18	/	-9	7	/	-1.0	-1	0	CC(C)(C)OC(=O)NCc1ccc(CNC(=O)c2[nH]cnc2C(=O)N[C@@H](Cc2ccccc2)C(=O)OC(C)(C)C)cc1
18	0	22	9	-11	-2	9	-3	-2.9	4	-22	O=C(NCc1cccnc1)Nc1ccccc1
19	-1	-77	-14	34	1	-3	5	0.2	-1	77*	Cc1ccc2nc(NC(=O)c3ccc(N4C(=O)CCC4=O)cc3)sc2c1
20	3	10	-7	10	-4	1	-2	0.0	-4	-10	CC(=O)N1CCC(C(=O)Nc2cc(C)cc(C)c2)CC1

Next part; it opens with the 4 that closed the last part.
entry	PvdQ inh	SR-BI DiI-HDL act	MITF TRPM1 HTS	PfHsp90 set2	dFosB act	Rtt109 HAT inh	NSD2 HMT inh	CAL PDZ FP-2	CAL PDZ FP-1	SR-BI DiI inh	SMILES
17	-13	0	18	/	-9	7	/	-1.0	-1	0	CC(C)(C)OC(=O)NCc1ccc(CNC(=O)c2[nH]cnc2C(=O)N[C@@H](Cc2ccccc2)C(=O)OC(C)(C)C)cc1
18	0	22	9	-11	-2	9	-3	-2.9	4	-22	O=C(NCc1cccnc1)Nc1ccccc1
19	-1	-77	-14	34	1	-3	5	0.2	-1	77*	Cc1ccc2nc(NC(=O)c3ccc(N4C(=O)CCC4=O)cc3)sc2c1
20	3	10	-7	10	-4	1	-2	0.0	-4	-10	CC(=O)N1CCC(C(=O)Nc2cc(C)cc(C)c2)CC1
21	-7	25	2	-15	-4	6	1	0.6	-5	-25	Cc1ccc(-c2ccc(=O)n(CC(=O)NCCCN3CCCCC3)n2)cc1
22	-10	11	-9	-9	-4	-2	-1	0.0	5	-11	CC(=O)Nc1ccc(-c2nnn(CC(=O)Nc3ccc4c(c3)OCO4)n2)cc1Cl
23	-15	-5	7	-4	4	-7	-2	-1.5	1	5	O=C(O)c1ccc(NC2(C(=O)O)CCCC2)cc1
24	1	6	3	15	1	4	10	-4.5	12	-6	CCN(CC)CCNCc1cc(Br)ccc1OCC(=O)NCc1ccccc1
25	-12	/	-3	-2	11	3	-1	-2.3	-3	/	CCc1ccc(NC(=O)Cn2nnc(-c3ccc(C)cc3-n3cnnn3)n2)cc1
26	-12	28	/	9	5	-3	-2	0.6	0	-28	O=C(CSc1nc2ccccc2o1)Nc1nc2ccccc2s1
27	1	18	-5	1	-3	3	0	-0.9	/	-18	CCCCN(CC)C(=O)Cc1ccccc1OC
28	-18	7	2	-5	-6	2	0	-1.8	0	-7	CCCCCCCc1nn2c(=O)cc(O)nc2s1
29	-13	-7	-1	10	-5	-3	-3	-1.2	-3	7	O=C(NCC1CCCO1)/C(=C/c1ccc(Cl)cc1)NC(=O)c1ccccc1 (stereo unspecified)
30	-1	4	13	1	-2	0	5	-1.2	/	-4	O=c1oc2ccccc2c(N2CCCCC2)c1CN1CCCC1
31	-1	18	-6	/	2	10	22	-1.3	3	-18	O=C(CSc1nc2c(cnn2-c2cccc(Cl)c2)c(=O)[nH]1)NCCC1=CCCCC1
32	-13	-12	0	-1	-15	-2	42	-1.5	/	12	CCOc1ccccc1NC(=O)C(c1ccccc1)N1CCN(CC(=O)N2CCCC2)CC1 (stereo unspecified)
33	-5	-19	-12	-4	-1	9	2	0.4	-4	19	Clc1ccc(C2=NNC(=NCc3ccc4c(c3)OCO4)SC2)cc1
34	3	20	2	5	2	15	-2	0.5	0	-20	CCCCN1C(=O)CC(Sc2ccccc2C(=O)O)C1=O (stereo unspecified)
35	-10	2	-1	-4	-1	-1	-3	-3.0	-1	-2	CCCCNC(=O)C1c2ccccc2Oc2ccccc21
36	-11	-15	/	/	-10	2	/	-3.1	-4	15	COc1cccc(C(=O)CSc2nc3cccnc3n2C)c1
37	-11	9	12	4	1	-3	-2	1.3	/	-9	Cc1cccc(OCC(=O)OCC(=O)N2CCN(C(=O)c3ccco3)CC2)c1C
38	-17	-16	/	/	6	0	-2	-0.1	0	16	Cc1ccc(OCCn2ccc(=O)[nH]c2=O)cc1C
39	3	7	21	-2	3	-1	1	-0.3	2	-7	Cc1cccc(NC(=S)NNC(=O)c2sccc2C)c1
40	-10	11	103*	/	-5	9	-6	-5.5	-2	-11	C=CCC1(CC=C)CCCN1C(=O)C1CCC(=O)N(CCc2ccccc2)C1 (stereo unspecified)
41	-9	16	-5	/	-3	-1	/	-0.8	-5	-16	CC(C)C(c1nnnn1C1CCCCC1)N1CCc2ccccc2C1 (stereo unspecified)
42	-15	-55	33	-38	1	5	-2	0.9	-1	55	C/C(=N\Nc1cc(C)nc(-c2ccccc2O)n1)c1ccccc1
43	-2	/	8	-1	2	-5	-3	1.0	1	/	CCC1CCCCN1C(=O)Cn1c(=O)n(CCCC(=O)NCc2ccco2)c(=O)c2sccc21 (stereo unspecified)
44	-5	20	8	-12	-7	-34	/	0.1	-1	-20	O=C1CC[C@@H]2CC3(C[C@@H]4CCN1[C@H]24)Nc1cc(Cl)ccc1NC3=NC1CCCCC1 (stereo partly specified)
45	-7	-9	-17	21	-14	44	-2	-0.2	2	9	CCN(C(=O)CSc1nc2n[nH]c(C)c2c(=N)n1-c1ccc(Cl)c(C)c1)c1cccc(C)c1
46	-5	-19	-23	9	-10	-4	/	-0.4	/	19	COc1ccc2[nH]c(C)c(CCN(Cc3cccs3)C(=S)Nc3cccc(F)c3)c2c1
47	-3	-1	13	6	-2	/	-2	-1.8	-1	1	COC(=O)c1ccc(NC(=O)CSc2nnc(COc3ccc4c(c3)CCCC4)o2)cc1
48	-22	6	10	/	-1	7	0	-1.3	/	-6	CCCCSCc1ccc(C(=O)O)o1
49	-4	/	-9	-12	-7	-6	0	0.0	/	/	CN(Cc1ccno1)Cc1cn(C)nc1-c1ccc(Oc2ccccc2)cc1
50	-2	-6	-4	22	10	1	0	-0.7	-1	6	C=CCN1C(=O)c2ccc(C(=O)OCC(=O)Nc3ccc(S(N)(=O)=O)cc3)cc2C1=O
51	8	-9	10	-33	2	27	/	1.5	-5	9	CCOc1ccc(Nc2ccnc3cc(Cl)ccc23)cc1
52	-9	-1	-3	45	-8	5	-2	-2.8	1	1	CCOc1cc2c(cc1/C=C/c1noc(C)c1[N+](=O)[O-])OC(C)C2 (stereo unspecified)
53	-7	-29	75	19	10	6	-2	-3.0	-6	29	O=C(Cc1ccccc1)Nc1ccc(NC(=O)c2ccccc2)nc1
54	0	5	3	15	-5	-9	0	-2.5	-3	-5	CCOC(=O)c1ccccc1NC(=O)COC(=O)CSCC(=O)Nc1cc(C)on1
55	2	-44	/	-11	-4	5	-2	-1.4	-4	44	COCCN(C(=O)C(C)C)c1nnc(-c2ccc(C)cc2)s1
56	-4	15	-6	-30	-2	-4	5	-1.2	-4	-15	Clc1ccc(Cl)c(OCCN2CCCC2)c1

Compound profiles, from the list above:
Cc1ccc(C(=O)c2cncc(Br)c2)cc1 as listed: PvdQ inh: -7; SR-BI DiI-HDL act: -2; MITF TRPM1 HTS: 46; PfHsp90 set2: -4; dFosB act: 2; Rtt109 HAT inh: -2; NSD2 HMT inh: -1; CAL PDZ FP-2: -1.5; CAL PDZ FP-1: -1; SR-BI DiI inh: 2
O=C(Cn1nc(C(F)F)cc1C(F)F)NNC(=S)Nc1ccc(F)cc1 as listed: PvdQ inh: 4; SR-BI DiI-HDL act: -2; MITF TRPM1 HTS: -1; PfHsp90 set2: 0; dFosB act: 0; Rtt109 HAT inh: -13; NSD2 HMT inh: -1; CAL PDZ FP-2: 0.6; CAL PDZ FP-1: /; SR-BI DiI inh: 2
CC(C)(C)OC(=O)NCc1ccc(CNC(=O)c2[nH]cnc2C(=O)N[C@@H](Cc2ccccc2)C(=O)OC(C)(C)C)cc1 as listed: PvdQ inh: -13; SR-BI DiI-HDL act: 0; MITF TRPM1 HTS: 18; PfHsp90 set2: /; dFosB act: -9; Rtt109 HAT inh: 7; NSD2 HMT inh: /; CAL PDZ FP-2: -1.0; CAL PDZ FP-1: -1; SR-BI DiI inh: 0

From PubChem BioAssay

Hits appear at their usual frequency, and some 4.3% of all compounds hit somewhere here.
